AT treatment – candidate therapy for ataxia-telangiectasia | […] A-T fibroblasts, KAP-1 phosphorylation AlphaLISA; neocarzinostatin DNA damage 30 min before lysis | Potency, µM (titrated, usually from 57.5 µM), inactives show at the top dose activation, usual class: activators | actives 0.19% (n = 320,000) | AID 485349; also: potency is read from the fitted curve at half-maximal effect; % of control where 0% means no effect; nearly all actives have a fitted effect of over 45% in size
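ATM-like activity read as KAP-1 phosphorylation via AlphaLISA donor/acceptor antibody pairs after lysis and 6 hr at 25C. Cells were ATM-null patient fibroblasts ([…], hTERT), dosed 60 min, then exposed to the DSB inducer NCS for 30 min.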
B2AR arrestin – beta2AR (human) beta-arrestin recruitment activity. P07550. beta-arrestin recruitment to beta2AR, cell-based reporter. Potency, µM (highest dose often 46.1 µM), without a hit: at the top dose activation, most hits filed as activators. actives 0.02% (n = 330,000). AID 492947;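 also: potency is read from the fitted curve at half-maximal effect; 0% = DMSO controls and full agonism = EC100 isoproterenol or metaproterenol; nearly all actives have a fitted effect of over 65% in size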
CXXC DNA block – blocks binding of human MLL CXXC domain to DNA; Q03164; MLL-CXXC / FITC-HOXA9 DNA fluorescence polarization; Potency, µM (doses to about 115 µM), for inactives: at the top dose activity change, negative = inhibition, most hits filed as inhibitors; actives 0.037% (n = 290,000); active = well fitted inhibition curve with a large enough effect in the polarisation, with a control signal flat, not every such curve was filed as active; inconclusive = small, poorly fitted or top-dose-only effect, or effect the other way, or a change in a side signal; inactive = no such curve, though single readings can be large or run the other way; the % refers to the polarisation; also: potency is read from the fitted curve at half-maximal effect
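Fluorescence polarization: 7 uM MLL-CXXC (stock) preincubated 5 min with compounds, then 50 nM fluorescein-HOX-A9 DNA (stock) added; 30 min ambient. Buffer 50 mM Tris-HCl pH 7.5, 50 mM NaCl, 1 mM DTT, 0.05% BSA.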
TRPV1 agonist – activates the human vanilloid receptor TRPV1; Q8NER1; TRPV1-expressing cells, Fluo-8 calcium influx, agonist mode; activation, % at 8.33 µM; actives 0.19% (n = 320,000); AID 540275; in the data active = activation above about 80%; inconclusive = between about 30% and that limit; also: 0% is about no effect
Target sequence (Q8NER1 whole entry, looked up): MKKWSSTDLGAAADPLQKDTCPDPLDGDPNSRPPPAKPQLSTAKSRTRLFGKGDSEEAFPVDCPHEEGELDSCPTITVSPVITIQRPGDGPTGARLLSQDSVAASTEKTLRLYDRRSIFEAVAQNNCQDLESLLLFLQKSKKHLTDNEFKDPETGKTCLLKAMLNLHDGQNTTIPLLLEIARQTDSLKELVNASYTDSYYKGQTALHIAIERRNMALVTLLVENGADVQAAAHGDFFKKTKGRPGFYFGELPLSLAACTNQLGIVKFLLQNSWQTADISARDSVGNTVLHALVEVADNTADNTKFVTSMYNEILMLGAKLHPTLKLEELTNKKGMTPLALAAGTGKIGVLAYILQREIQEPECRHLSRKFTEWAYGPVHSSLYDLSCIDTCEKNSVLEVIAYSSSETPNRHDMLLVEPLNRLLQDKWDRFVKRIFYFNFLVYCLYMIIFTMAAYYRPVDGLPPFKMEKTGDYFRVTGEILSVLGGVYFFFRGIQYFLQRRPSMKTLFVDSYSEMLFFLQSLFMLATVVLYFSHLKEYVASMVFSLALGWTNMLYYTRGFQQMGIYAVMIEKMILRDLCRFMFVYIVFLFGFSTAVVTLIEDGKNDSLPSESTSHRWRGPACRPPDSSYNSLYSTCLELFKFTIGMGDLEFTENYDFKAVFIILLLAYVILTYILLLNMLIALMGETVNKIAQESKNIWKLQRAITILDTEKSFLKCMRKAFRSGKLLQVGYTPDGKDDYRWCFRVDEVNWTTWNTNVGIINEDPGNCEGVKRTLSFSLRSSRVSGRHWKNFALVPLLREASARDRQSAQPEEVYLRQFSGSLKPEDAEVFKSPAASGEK
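TRPV1-expressing cells were cultured overnight at 35.5C and loaded with Fluo-8 calcium dye for 40 to 90 min at room temperature. After a 10 s baseline, compound was added and calcium influx was read kinetically for 3 min (ex 480/em 520 nm).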
PTAP TSG101 blk – blocks PTAP/TSG101 interaction to inhibit HIV-1 budding; Potency, µM (highest dose often 115 µM), inactives show top-dose activity change, negative = inhibition, most hits filed as inhibitors; 340,000 tested, under 10 active; Q99816; Fluorescence polarization, FITC-PTAP peptide / Tsg101 binding; active = well fitted inhibition curve with a large enough effect in the main read-out, with a control signal flat, not every such curve was filed as active; inconclusive = small, poorly fitted or top-dose-only effect, or effect the other way, or a change in a side signal; inactive = no such curve, though single readings can be large or run the other way; also: potency is read from the fitted curve at half-maximal effect; % of control where 0% means no effect
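Fluorescence polarization binding of Tsg101 binding domain (10 uM final) to FITC-labeled PTAP peptide (50 nM final) in HEPES pH 7.5 buffer with NaCl, Tween 20, EDTA, TCEP. Compounds added before peptide; binding 20 min at RT.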
p53 reactivator – re-activators of mutant p53; actives 0.063% (n = 320,000); Potency, µM (doses to about 92.2 µM), for inactives: at the top dose activity change, positive = activation, most hits filed as activators; H1299 p53-A138V BP100-luciferase reporter, luminescence, 24 h; also: potency is read from the fitted curve at half-maximal effect; % of control where 0% means no effect; nearly all actives have a fitted effect of over 45% in size
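H1299 (p53-null), stable ts p53-A138V + BP100-Luc; 1000 cells/well, Opti-MEM/10% FBS; cpd 4 pt, 1:5; 24 h, 37 deg C, 5% CO2; detection reagent 10 min RT; luminescence.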
Integrin act MD – activators of alpha7 integrin expression for muscular dystrophy | alpha7betagal myoblasts, beta-gal FDG fluorescence, 48 h | Potency, µM (doses to about 38.3 µM), for inactives: top-dose activation, hits mostly activators | actives 0.064% (n = 350,000);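 also: potency is read from the fitted curve at half-maximal effect; 100% = response of the positive control SU9516; nearly all actives have a fitted effect of over 60% in size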
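alpha7betagal+/- myoblasts (passage 13, 250/well) treated 48 h at 37C with compounds at 1:260 dilution of DMSO stock. Lysed, then beta-galactosidase activity read as FDG fluorescence (ex 480/em 540) after 30 min, with pre-read for autofluorescence.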
TCR act – T cell receptor activation; AID 504894; 330,000 tested, under 10 active; Potency, µM (series often up to 9.22 µM), for the others: at the highest dose activation of IL-2 secretion, actives largely listed as activators; primary human leukocytes, anti-CD3, IL-2 HTRF, 48 h; also: % of control where 0% means no effect
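IL-2 release read by HTRF sandwich (Eu cryptate donor, d2 acceptor, 665 nm emission) after 48 hr exposure of primary human leukocytes to compound together with anti-CD3 beads in the absence of co-stimulatory signals.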
BRCA1 expr up – activators of BRCA1 expression | Potency, µM (titrated, usually from 46.1 µM), without a hit: at the highest dose activation, usual class: activators | MCF7-BRCA1-FFLuc reporter, luminescence, 48 h; response scale: scaled: vehicle 0%, 10 µM genistein 100% | actives 1.1% (n = 380,000); also: potency is read from the fitted curve at half-maximal effect; nearly all actives have a fitted effect of over 80% in size; some results filed as inactive show a strong effect at the top dose
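Quantitative HTS in MCF7 cells stably reporting BRCA1 expression via firefly luciferase. Compound treatment lasts 48 h at 37 °C in phenol-red free MEM. Activation is expressed relative to genistein at 10 microM and DMSO.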
ELG1 repair inh – inhibitors of ELG1-dependent DNA repair in HEK293T cells; HEK293T ELG1-luciferase reporter, luminescence, 16 h; DNA damage induced by 5-fluorouridine; Potency, µM (highest dose often 46.1 µM), inactives show at the highest dose activity change, negative = inhibition, actives largely listed as inhibitors; actives 2.3% (n = 330,000); AID 504467; also: potency is read from the fitted curve at half-maximal effect; % is scaled to controls: 0 for no effect and ±100 for the full control effect; nearly all actives have a fitted effect of over 55% in size
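Step one: seed 2,000 cells per well. Step two: pin-transfer compound or DMSO alongside 5-fluorouridine. Step three: incubate 16 hr, 37 °C, 5% CO2. Step four: add ONE-Glo, wait 30 min, read luminescence.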
* marks the source's active call; other numbers are inactive results; ? = inconclusive; . = no result given; [ ] = dose if it differs, or a comment. Unless noted, calls follow the shape of the dose curve; as a rule, active = well fitted curve in the direction sought with a large enough effect; inconclusive = small, poorly fitted or top-dose-only effect, or another doubt; inactive = no such curve, though single readings can be large; an effect the other way counts as inactive or inconclusive. Outcome played no part in choosing rows; any-hit rate near 3.8%.

SMILES	AT treatment	B2AR arrestin	CXXC DNA block	TRPV1 agonist	PTAP TSG101 blk	p53 reactivator	Integrin act MD	TCR act	BRCA1 expr up	ELG1 repair inh
c1ccc(CN=C2Nc3ccccc3CS2)nc1	12.8%	0.9%	25.7%	1.9	-6.2%	-4.2%	-14.3%	-6.8%	?	?
Cn1c(N)c(S(=O)(=O)c2ccc(Br)cc2)c2nc3ccccc3nc21	8.4%	-0.8%	-0.7%	16.8	-2.9%	-25.4%	7.4%	0.8%	0.0%	5.4%
Nc1nonc1C(=O)NCCNS(=O)(=O)c1ccc(Br)cc1	8.4%	-0.2%	1.6%	2.1	0.2%	-5.5%	21.8%	-2.3%	24.1%	14.9%
O=C(CCS(=O)(=O)c1ccccc1)N1CCCc2ccccc21	13.7%	0.2%	3.1%	3.7	1.4%	24.9%	-0.2%	6.2%	28.2%	?
COc1ccc(OC)c(CN2CCN(C(=O)c3cc4ccccc4cc3O)CC2)c1	5.2%	-0.7%	?	1.2	0.5%	-6.1%	-21.8%	2.7%	-11.1%	-1.6%
CC(C)CN(CCC(=O)O)CC(C)C	3.5%	-0.2%	3.0%	0.2	-1.0%	-3.3%	-6.3%	10.6%	6.8%[1.84 µM]	9.9%
CCOc1ccc(NC(=O)N(Cc2ccc(C)cc2)Cc2ccccn2)cc1	0.5%	0.4%	1.2%	?	1.0%	0.6%	8.9%	3.1%	-16.6%	-14.5%
O=C(CSc1nnc(-c2ccc(F)cc2)c2ccccc12)Nc1ccccc1Cl	-3.4%	-0.9%	2.7%	6.2	-0.7%	2.8%	2.6%	2.3%[46.1 µM]	-34.4%	7.8%
O=C(c1ccco1)N(Cc1ccccc1)Cc1ccccn1	0.8%	-0.1%	-0.4%	1.4	-4.6%	-4.4%	-1.9%	2.7%	3.5%	-7.8%
CCC(CC)NC(=O)c1ccccc1Oc1ccccc1	7.1%	0.0%	-5.9%	20.2	-3.7%	-4.3%	1.6%	7.4%	-30.8%	0.0%

Structural class, the compounds so far containing sulfur (five)
SMILES	AT treatment	B2AR arrestin	CXXC DNA block	TRPV1 agonist	PTAP TSG101 blk	p53 reactivator	Integrin act MD	TCR act	BRCA1 expr up	ELG1 repair inh
c1ccc(CN=C2Nc3ccccc3CS2)nc1	12.8%	0.9%	25.7%	1.9	-6.2%	-4.2%	-14.3%	-6.8%	?	?
Cn1c(N)c(S(=O)(=O)c2ccc(Br)cc2)c2nc3ccccc3nc21	8.4%	-0.8%	-0.7%	16.8	-2.9%	-25.4%	7.4%	0.8%	0.0%	5.4%
Nc1nonc1C(=O)NCCNS(=O)(=O)c1ccc(Br)cc1	8.4%	-0.2%	1.6%	2.1	0.2%	-5.5%	21.8%	-2.3%	24.1%	14.9%
O=C(CCS(=O)(=O)c1ccccc1)N1CCCc2ccccc21	13.7%	0.2%	3.1%	3.7	1.4%	24.9%	-0.2%	6.2%	28.2%	?
O=C(CSc1nnc(-c2ccc(F)cc2)c2ccccc12)Nc1ccccc1Cl	-3.4%	-0.9%	2.7%	6.2	-0.7%	2.8%	2.6%	2.3%[46.1 µM]	-34.4%	7.8%

(more compounds)
SMILES	AT treatment	B2AR arrestin	CXXC DNA block	TRPV1 agonist	PTAP TSG101 blk	p53 reactivator	Integrin act MD	TCR act	BRCA1 expr up	ELG1 repair inh
CCOC(=O)NC(NC(=S)Nc1ccc(OC)cc1)C(Cl)(Cl)Cl (stereo not given)	1.3%	-1.5%	1.8%	4.3	-4.2%	-2.0%	16.9%	2.4%[46.1 µM]	-8.5%	12.1%
Cc1cc(C)c(NC(=O)COc2ccccc2C(=O)Nc2ccc3c(c2)oc2ccccc23)c(C)c1	.	0.3%	36.8%[activator]	-4.4	-8.0%	-4.1%	2.9%	3.9%	1.5%	0.9%
COc1cccc(CCC(=O)Nc2cc3c(cc2C(=O)O)OCCCO3)c1OC	10.8%	0.1%	.	0.5	1.9%	0.5%	-21.7%	-2.8%	1.7%	15.6%
S=c1[nH]nc(COc2ccc(Cl)cc2)n1Cc1ccco1	-0.9%	-0.1%	-0.1%	1.1	-2.2%	-1.2%	0.3%	2.1%	16.3%	-18.4%
COc1ccc(NC2=C3CCCC=C3N(c3ccc(OC)cc3)C2=O)cc1	2.7%	-0.6%	12.6%	2.8	1.2%	1.5%	0.0%	10.7%	3.3%	-28.5%
COCCCN1C(=O)C2C(C(=O)Nc3cc(C)cc(C)c3)C3C=CC2(O3)C1C(=O)NC1CCCCC1 (stereo not given)	-4.0%	0.3%	10.7%	0.5	-4.4%	14.1%	8.3%	7.3%	-31.1%	8.4%
CCC(COC)NC(=O)c1ccc(OC)c(OC2CCN(C(C)=O)CC2)c1 (stereo not given)	15.4%	0.1%	3.5%	3.5	-0.9%	-22.5%	19.7%	-7.4%	1.9%	-2.5%
Cc1ccc(S(=O)(=O)Nc2cc(C(=O)Nc3cc(C)cc(C)c3)ccc2Cl)cc1	.	.	0.0%	-5.2	-7.4%	.	-14.0%	0.2%	-25.6%	.
Cn1cc(CC(=O)N2CCN(c3ccc(Cl)cc3)CC2)c2ccccc21	-0.3%	-0.2%	9.4%	0.0	-3.2%	-3.3%	-1.9%	8.3%	-38.3%	-1.5%
COc1ccc(/C=C(/NC(=O)c2ccc(C)cc2)C(=O)NCc2ccncc2)cc1	-4.6%	0.5%	12.2%	?	1.5%	-4.8%	-24.0%	2.4%	0.7%	5.6%
Cc1cc(C(=O)Nc2ccccc2C(=O)O)ccc1NC(=O)COc1cccc(C)c1C	15.5%	0.3%	-2.1%	-0.5	-10.7%	-4.8%	-19.6%	-3.2%	-3.4%	22.4%
CC(C)OC(=O)CSc1nnc(-c2cccnc2)n1Cc1ccccc1	2.5%	-0.2%	5.1%	1.6	-1.9%	3.1%	18.9%	-2.3%	1.5%	9.4%
Cc1[nH]c(=O)[nH]c(=O)c1N(C)C	-0.7%	-0.7%	-4.3%	-1.0	-4.2%	-3.1%	16.7%	-2.3%	-5.3%	0.0%
CCOC(=O)c1cnc2c(C)cc(Cl)cc2c1NCCCN1CCOCC1	-2.2%	-0.5%	-13.3%	?	-5.4%	.	-9.8%	-7.8%	-2.6%	-18.4%
CCCN1CCN(C(=O)CCCNC(=O)Cn2cnc3sc(C)c(C)c3c2=O)CC1	-2.1%	-0.1%	0.8%	-0.4	-0.2%	-0.4%	-4.5%	-132.9%	39.9%	5.9%
CC(C)CCC(CCN1CCCC1)c1ccc2c(c1)OCO2 (stereo not given)	6.2%	-0.2%	-16.4%	.	-7.6%	-4.8%	-66.8%[inhibitor]	-1.5%	-52.2%	18.2%
CC(=O)c1sc(NC(=O)CCS(=O)(=O)c2ccc(Cl)cc2)nc1C	5.7%	-1.1%	.	-0.4	-0.4%	-22.3%	-54.4%[inhibitor]	-4.8%	-65.6%	3.1%
Clc1ccccc1Cn1nc(-c2ccccc2)nc1-c1ccccc1	4.7%	-0.6%	11.9%	4.2	-0.1%	5.0%	2.3%	4.2%	35.4%	9.4%
O=C(NCCN1CCOCC1)c1ccc(NS(=O)(=O)c2cccc([N+](=O)[O-])c2)cc1	-0.2%	0.0%	.	-0.1	-4.5%	-6.9%	19.5%	2.0%	-11.6%	2.7%
O=C(NNC(=O)c1ccc(Cl)s1)c1csc(N2CCOCC2)n1	-22.3%	0.2%	.	?	1.6%	-1.4%	27.5%	.	1.5%	4.5%
Cc1ccc2c(ccn3cc4c(c(=O)n(C)c(=O)n4C)c23)c1	12.4%	-1.9%	6.8%	5.6	-2.7%	-3.2%	17.5%	-6.7%	13.0%	-5.2%
CCCCC1(Br)C(=O)N(c2ccccc2)N(c2ccccc2)C1=O	-0.9%	0.0%	.	2.4	-1.9%	1.1%	8.3%	-2.3%	0.5%	19.3%
C/C(=N\NC(=O)COc1ccc(C#N)cc1)c1ccccc1OC(F)F	-14.0%	-0.1%	-0.6%	-1.6	-1.2%	-4.4%	11.5%	-7.7%[46.1 µM]	-27.4%	-9.7%
O=C(NC1c2ccccc2Oc2ccccc21)c1ccc([N+](=O)[O-])cc1	.	.	.	.	-2.7%	.	18.1%	0.6%	-3.2%	.
O=C(CSc1nc2ccc([N+](=O)[O-])cc2s1)c1ccc2ccccc2c1	4.8%	-0.9%	19.7%	-4.0	-4.3%	-2.7%	-9.8%	3.2%	-19.9%	0.0%
CC1CCCN(CC(=O)NC(=O)NC2CCCCC2)C1 (stereo not given)	11.8%	-0.6%	.	25.4	0.7%	11.1%	15.2%	-1.1%	13.9%	28.4%

From PubChem
